# VHR inh color: VHR1 phosphatase inhibitors, primary screen, biochemical, colorimetric, HTS; Dual specificity protein phosphatase 3 (Homo sapiens), P51452; recombinant VHR phosphatase, colorimetric substrate read-out; inhibition, % at 20 µM; hit rate 0.7% among 50,000; AID 1992, 2009; in the data active = inhibition above about 60%; also: some results filed as inactive read as strong as hits
# Target sequence (P51452 whole entry, looked up): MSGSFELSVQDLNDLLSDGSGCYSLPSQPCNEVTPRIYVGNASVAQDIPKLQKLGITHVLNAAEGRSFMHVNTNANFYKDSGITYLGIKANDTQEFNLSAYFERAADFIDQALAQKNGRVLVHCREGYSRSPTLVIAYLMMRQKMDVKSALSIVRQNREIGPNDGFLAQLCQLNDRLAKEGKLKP
# An asterisk follows results filed as active. Only part of the results is shown. The share of hits here may be higher or lower than overall.
Molecule | VHR inh color
C=CCN=C(C)C1=C(O)C(C(=O)OC)C(C)(C)CC1=O (stereo not drawn) | 0.8
O=C(c1ccncc1)N1CCN(C2CCCCC2)CC1 | 5.4
CCc1ccc(NC(=O)c2ccc(C)c([N+](=O)[O-])c2)cc1 | -10.5
N#C/C(=C\c1ccc(-c2cc(Cl)ccc2Cl)o1)C(=O)Nc1sc2c(c1C(N)=O)CCCC2 | 2.9
O=C1CCCC2=C1C(c1ccc(Cl)cc1)C1C(=O)c3ccccc3C1=N2 (stereo not drawn) | -37.1
CCCCOC(=O)c1ccc(NC(C)=O)cc1 | -13.6
CCN(CC)C(=O)C(=O)N/N=C/c1ccco1 | -20.7
O=C(CN(Cc1ccccc1)S(=O)(=O)c1ccc(Br)cc1)N1CCOCC1 | 1.4
CC(=O)N1N=C(C)CC1(O)c1cccnc1 (stereo not drawn) | 5.2
C/C(O)=C/c1nc2ccc([N+](=O)[O-])cc2nc1/C=C(/C)O | 0.5
CCOC(=O)c1c(NC(=O)CSc2nccn2C)sc2c1CCCC2 | -16.6
O=C(O)CSc1nnc(COc2ccccc2)n1-c1ccc(Cl)cc1 | -8.9
Cc1onc(-c2ccccc2Cl)c1C(=O)NCCc1nc2ccccc2[nH]1 | -3.5
COc1ccc(N2C(=O)NC(=O)/C(=C\c3ccc(OCc4ccc(C(=O)O)cc4)c(OC)c3)C2=O)cc1 | -0.3
COc1cccc(NC2=C(Cl)C(=O)N(c3ccc(Cl)cc3)C2=O)c1 | 0.2

# The results go on.
Molecule | VHR inh color
CCN(CC)CCOc1c(C)cc(C)cc1Cl | 10.2
CC(C)=C1C2C=CC1C1C(=O)N(c3cccc(Br)c3)C(=O)C21 (stereo not drawn) | -37.6
CC1=C(C(=O)OC(C)C)C(c2cccc(Br)c2)C2=C(CCCC2=O)N1 (stereo not drawn) | -22.4
COc1cccc2cc(-c3nc(-c4cccc([N+](=O)[O-])c4)cs3)c(=O)oc12 | 3.4
CCOC(=O)C1=C(C)N=c2s/c(=C\c3ccc4c(c3)OCO4)c(=O)n2C1c1ccc(F)cc1 (stereo not drawn) | 1.1
COc1ccc(NC(=O)c2ccc(Nc3nnc(C)c4ccccc34)cc2)cc1 | -8.4
CCOC(=O)c1c(NC(=O)c2ccccc2C)sc2c1CC(C)(C)OC2 | 3.0
O=C(Nc1cccc(C(F)(F)F)c1)c1ccc([N+](=O)[O-])o1 | 6.7
COc1cccc(CN2CCN(C3CCCCC3)CC2)c1 | -4.9
Cc1cc(C)nc(NC(=O)CCC(=O)O)c1 | 0.8
O=C(Nc1ccc2ccccc2c1)C1CC(=O)N(c2ccccc2)C1 (stereo not drawn) | -2.7
Cc1ccc(S(=O)(=O)N2C(=O)CC[C@@H]2C(=O)N2CCn3c4c(c5cc(C)ccc53)CCCC42)cc1 (stereo partly drawn) | -2.3
CCCCCCn1cnn2c(=O)cc(C)nc12 | -10.3
COc1ccccc1-c1c(C(F)(F)F)oc2cc(OC(=O)c3ccccc3C)ccc2c1=O | -15.3
COc1cc(/C=N/Nc2nc(N3CCOCC3)nc(N3CCOCC3)n2)ccc1OC(=O)c1ccco1 | -24.3

# Next section:
Molecule | VHR inh color
CCOc1ccc(C(=O)Nc2cccc([N+](=O)[O-])c2)cc1Cl | -7.7
CCC(C)NS(=O)(=O)c1ccc(Br)cc1 (stereo not drawn) | -9.2
COc1ccc2ccccc2c1/C=C1\SC(=S)N(C2CCCCC2)C1=O | -12.0
CCCOc1ccc(/C=N/Nc2nc(-c3ccccc3)cc(-c3ccccc3O)n2)c(O)c1 | 11.3
COc1ccc(NC(=O)Cc2nc3ccccc3[nH]2)cc1 | 10.0
COc1ccc(C(=O)Nc2cc(C(F)(F)F)cc(C(F)(F)F)c2)cc1 | -19.0
CC(C)c1ccc(NC(=O)C(=O)NCc2ccccn2)cc1 | -2.0
COc1ccc2ccccc2c1/C=C1\SC(=O)N(c2ccccc2)C1=O | -7.7
Cn1c(=O)[nH]c(=O)c2ncn(Cc3ccccc3)c21 | 1.5
Fc1cccc(Nc2nc(-c3ccncc3)nc3ccccc23)c1 | -5.6
COc1cc(NS(=O)(=O)c2cc(Cl)ccc2Cl)c2ncccc2c1 | -25.0
CCc1ccccc1OCCCNC(C)(C)C | -20.9
C/C(CC(=O)NC12CC3CC(CC(C3)C1)C2)=N\NC(=O)c1ccc(-c2ccccc2)cc1 | -23.7
O=C(CC(c1ccccc1)S(=O)(=O)c1ccccc1)c1ccccc1 (stereo not drawn) | -84.0
NC(=O)C1CCN(C(=O)c2cnn(-c3ccccc3)c2NC(=O)c2cccc(F)c2)CC1 | -14.9

# New compounds follow:
Molecule | VHR inh color
CCOC(=O)N1CCN(C(=O)/C(=C/c2ccc(OC)cc2)NC(=O)c2ccccc2)CC1 | 6.7
NC(=S)NN=C1c2cc(S(=O)(=O)NCc3ccco3)ccc2-c2ccc(S(=O)(=O)NCc3ccco3)cc21 | -10.5
Clc1ccc(C=NN2CCN(Cc3ccccc3Cl)CC2)cc1Cl | -9.5
CCCn1c(/N=C/c2ccc3c(c2)OCO3)nc2ccccc21 | 112.1
CCCNC(=O)C(F)(F)C(F)(F)C(=O)NCCC | 15.7
O/N=C/c1cn(-c2ccccc2)nc1-c1ccc(F)cc1 | -4.5
O=C1c2ccccc2C(=O)c2c1cccc2S(=O)(=O)Nc1ccc(Cl)cc1 | -13.0
Cc1ccccc1NC(=O)C1CCC(=O)N1 (stereo not drawn) | -17.8
CCc1cc2c(N3CCN(Cc4ccccc4)CC3)ncnc2s1 | -6.3
CSc1nc2sc3c(c2c(=O)n1Cc1ccccc1)CCN(C)C3 | 14.4
Cc1ccc(OCCOCCOc2ccc(Br)cc2/C=c2\sc3nc4ccccc4n3c2=O)cc1 | -15.5
CCn1c2ccccc2c2cc(CNc3cc([N+](=O)[O-])ccc3OC)ccc21 | 0.4
COc1cc(NC(=O)COc2ccc(Cl)cc2Cl)ccc1NC(=O)c1ccco1 | -4.9
COc1cc(C2C3=C(CC(C)(C)CC3=O)OC3=C2C(=O)CC(C)(C)C3)ccc1OCc1cc2c(cc1Cl)OCO2 | -6.4
CCOC(=O)c1cccc(Nc2ncnc3ccc(C)cc23)c1 | -3.1

# (more compounds)
Molecule | VHR inh color
COC(=O)/C=C1\Nc2cc([N+](=O)[O-])ccc2NC1=O | -10.4
CC(C)CN1C(=O)c2ccc(C(=O)NC3CCCCC3)cc2C1=O | -8.3
O=C(NCc1cccnc1)C(=O)N1CCCCC1 | -14.4
O=C(Nc1nncs1)c1ccc2c(c1)OCO2 | -0.1
Cc1ccc(C(=O)CCNc2ccc(Br)cc2)o1 | -9.6
FC(F)(F)c1ccc(-c2nnc3ccc4ccccc4n23)cc1 | 9.3
O=C1c2ccc(-c3nc4ccccc4o3)cc2C(=O)N1CC1CCCO1 (stereo not drawn) | -6.9
CN1C(=O)C(=Cc2ccc(N3CCOCC3)cc2)C(=O)N(C)C1=O | -10.9
O=C(COc1ccc(Cl)cc1)Nc1ccc2oc(-c3ccccc3F)nc2c1 | -6.7
Cc1[nH]c2ccc(C(=O)O)cc2c(=O)c1CC=C(Cl)Cl | 9.1
Cc1cc(C)c(S(=O)(=O)Nc2ccc3oc4c(c3c2)C(=O)CC(C)(C)C4)c(C)c1 | 4.3
COc1ccc(C2CC(=O)C3=C(C2)Nc2ccccc2NC3c2cccc(Oc3ccccc3)c2)cc1OC (stereo not drawn) | -7.0
O=C1CC(n2ccnc2)C(=O)N1c1ccccc1 (stereo not drawn) | -19.1
CCc1ccc(N2CC(C(=O)Nc3cccc(C(F)(F)F)c3)CC2=O)cc1 (stereo not drawn) | -21.1
O=C(Cc1c(O)c2ccccc2[nH]c1=O)NCc1ccncc1 | -24.7

# Following part:
Molecule | VHR inh color
Clc1ccccc1-n1ncnc1-c1cccc(Br)c1 | -5.8
COC(=O)c1cc(NC(=O)/C=C/c2ccc(OC)cc2)cc(C(=O)OC)c1 | -5.6
COC(=O)C1=C(C)NC(=O)NC1c1ccccc1F (stereo not drawn) | -16.9
COc1cc(/C=C2\C(=O)N(c3ccc(S(N)(=O)=O)cc3)N=C2C)cc(I)c1O | -9.1
O=C(O)c1cc(NC(=O)c2cccc(Oc3ccc([N+](=O)[O-])cc3)c2)cc(C(=O)O)c1 | -0.4
O=C(COc1ccc2c3c(c(=O)oc2c1)CCCC3)c1ccc(F)cc1 | 1.7
COc1cc(/C=N/N=C2/SC(CC(=O)O)C(=O)N2c2ccc(O)cc2)ccc1O (stereo not drawn) | -14.7
O=C(Nc1nc(-c2ccc(Br)cc2)cs1)c1cc2ccccc2o1 | 24.5
Cc1ccc(Cc2cnc(CN(C)C)c(O)c2)cc1 | -16.0
O=C(Nc1nc(-c2cccc3ccccc23)cs1)c1ccc(Cl)cc1 | -4.8
CC1=C(C)CC2C(=O)N(c3ccc(Br)cc3)C(=O)C2C1 (stereo not drawn) | -4.8
Cc1c(C(=O)Nc2ccc(N(C)C)cc2)cccc1[N+](=O)[O-] | 6.5
O=C(/C=C/c1ccc(F)cc1)N1CCC(CN2C(=O)c3cccc4cccc(c34)C2=O)CC1 | 2.7
Cc1cc(C)nc(NC(=O)/C=C/c2ccc(Cl)cc2Cl)c1 | 7.5
COc1ccc(CN2CCN(C(=O)c3cccc(Cl)c3)CC2)c(OC)c1OC | 11.7

# (list continues)
mol	VHR inh color
COc1ccc(/C=C/C(=O)c2c(C)nc3ccc(Br)cc3c2-c2ccccc2)cc1OC	-13.6
Cc1ccc(S(=O)(=O)Nc2ccc3c(c2)nc(C)n3Cc2ccccc2)cc1	-27.8
Cc1ccccc1NC(=O)c1c(NC(=O)c2cccs2)sc2c1CCCCC2	-9.6
CC(C)C(=O)Nc1ccc2oc3ccccc3c2c1	-26.3
O=S1(=O)C[C@H](OS(=O)(=O)c2ccc(Cl)cc2)[C@@H](OS(=O)(=O)c2ccc(Cl)cc2)C1	-4.6
COc1ccc2nc(NC(C)=O)sc2c1	-16.2
Cc1ccc(C(C)C)cc1OCC(=O)N=Nc1c(O)n(C)c2ccccc12	-6.8
CC1(C)C(c2ccco2)=[N+]([O-])C2(CCCCC/C2=N\O)N1O (stereo not drawn)	6.8
O=C(c1cc(N2CCOCC2)c(F)cc1[N+](=O)[O-])N1CCOCC1	-3.8
CCCCOc1ccc(C2C(C#N)=C(N)OC3=C2C(=O)CC(C)(C)C3)cc1 (stereo not drawn)	-8.0
C=CCN=C1/C(=C(/O)CCC)C(=O)CC(C)(C)C1C(=O)OC (stereo not drawn)	57.6
c1ccc2oc(-c3ccc(NCc4ccc5c(c4)OCO5)cc3)nc2c1	3.4
Cc1c(NS(=O)(=O)c2cccc3c2C(=O)c2ccccc2C3=O)c(=O)n(-c2ccccc2)n1C	3.2
COc1ccc(CCN=CC2=C(O)CC(c3ccccc3)CC2=O)cc1 (stereo not drawn)	8.3
COc1cc(/C=N/NC(=O)COc2ccccc2C)c(Br)c(Br)c1O	-10.3
COc1cc(C=C2C(=O)NC(=O)NC2=O)cc(Cl)c1O	-1.9
O=c1c2c(nc3cc(-c4cccs4)[nH]n13)CCC2	1.0
CCOC(=O)c1c(C)n(-c2ccc(OC)cc2)c2ccc(O)cc12	11.3
Cc1cc(OCC(=O)N2CCC(C(N)=O)CC2)ccc1Br	-57.2
COc1ccc(/C=C2\SC(=S)N(NC(=O)c3cccnc3)C2=O)cc1	12.8
Cn1c(COc2ccc3ccccc3c2)nc2ccccc21	3.2
CC(C)c1ccccc1NC(=O)C1CC1	-18.4
CCOC(=O)C1CCN(C(=O)Cc2ccccc2OC)CC1	-6.8
O=C(c1ccccc1Br)N1C(=O)c2ccccc2S1(=O)=O	-0.8
CC1CCc2c(sc(NC(=O)CCCOc3ccc(Cl)cc3Cl)c2C(N)=O)C1 (stereo not drawn)	0.4
Clc1ccc(OCCSc2nnnn2-c2ccccc2)cc1	-18.8
O=C1c2cccc3cccc(c23)C(=O)N1CCOc1ccccc1Cl	12.6
CCN(CC)c1ccc(N2C(=O)/C(=C/c3ccc(Cl)cc3)SC2=S)cc1	16.5
COc1cc(C2NC(=S)NC(C)=C2C(=O)Nc2ccc(Cl)cc2)ccc1O (stereo not drawn)	8.5
Cc1cccc(C(=O)N2CCCCCC2)c1	-5.0

# An excerpt from above in order of SMILES length, ascending.
mol	VHR inh color
CC(C)c1ccccc1NC(=O)C1CC1	-18.4
CC(C)C(=O)Nc1ccc2oc3ccccc3c2c1	-26.3
Cn1c(COc2ccc3ccccc3c2)nc2ccccc21	3.2
CCOC(=O)C1CCN(C(=O)Cc2ccccc2OC)CC1	-6.8
O=c1c2c(nc3cc(-c4cccs4)[nH]n13)CCC2	1.0
O=C(c1ccccc1Br)N1C(=O)c2ccccc2S1(=O)=O	-0.8
O=C1c2cccc3cccc(c23)C(=O)N1CCOc1ccccc1Cl	12.6
COc1ccc(CCN=CC2=C(O)CC(c3ccccc3)CC2=O)cc1 (stereo not drawn)	8.3
CCOC(=O)c1c(C)n(-c2ccc(OC)cc2)c2ccc(O)cc12	11.3
c1ccc2oc(-c3ccc(NCc4ccc5c(c4)OCO5)cc3)nc2c1	3.4
Cc1ccccc1NC(=O)c1c(NC(=O)c2cccs2)sc2c1CCCCC2	-9.6
Cc1ccc(C(C)C)cc1OCC(=O)N=Nc1c(O)n(C)c2ccccc12	-6.8
CC1(C)C(c2ccco2)=[N+]([O-])C2(CCCCC/C2=N\O)N1O (stereo not drawn)	6.8
CC1CCc2c(sc(NC(=O)CCCOc3ccc(Cl)cc3Cl)c2C(N)=O)C1 (stereo not drawn)	0.4
CCCCOc1ccc(C2C(C#N)=C(N)OC3=C2C(=O)CC(C)(C)C3)cc1 (stereo not drawn)	-8.0
Cc1c(NS(=O)(=O)c2cccc3c2C(=O)c2ccccc2C3=O)c(=O)n(-c2ccccc2)n1C	3.2
O=S1(=O)C[C@H](OS(=O)(=O)c2ccc(Cl)cc2)[C@@H](OS(=O)(=O)c2ccc(Cl)cc2)C1	-4.6

# (more compounds)
mol	VHR inh color
O=[N+]([O-])c1ccc(-n2nncc2-c2ccccc2)cc1	-10.2
CN1C(=O)C(=Cc2ccc(-c3cccc(Cl)c3Cl)o2)C(=O)N(C)C1=O	9.4
CCN(CC)S(=O)(=O)c1ccc(NC(=O)C(F)(F)F)cc1	-3.2
O=C(c1cccc(N2C(=O)C3C4C=CC(C4)C3C2=O)c1)c1cccc(N2C(=O)C3C4C=CC(C4)C3C2=O)c1 (stereo not drawn)	-6.6
COc1ccc(C2=NN(CN3C(=O)C(=O)c4cc(Br)ccc43)C(c3ccccc3)C2)cc1 (stereo not drawn)	-18.8
COC(=O)c1cccc(NC(=O)/C=C/c2ccccc2)c1	13.5

# Assay outcomes (PubChem)
